TDP-43 yeast inh – inhibitors of TDP-43 toxicity in yeast; TDP-43 expressing yeast growth rescue, BacTiter-Glo, 24 h; Potency, µM (series often up to 46.1 µM), for the others: at the highest dose growth rescue (activation), hits mostly activators; AID 652104; hit rate 1.8% among 410,000; further: potency means the concentration at half of the fitted maximal effect; % of control where 0% means no effect; nearly all actives have a fitted effect of over 50% in size
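Cell-based yeast growth screen: TDP-43 expression induced in galactose, inoculum OD600=0.02 after raffinose pregrowth to mid-log. Read-out BacTiter-Glo luminescence at 24 hr, 30 deg C; inhibition of toxicity seen as signal increase.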
D3 antag – D3 dopamine receptor (human) antagonism; D3R cells, DiscoveRx beta-arrestin luminescence, antagonist mode; active compounds read low; max response, negative = inhibition, %; P35462; hit rate 2.5% among 360,000; in the data active means max response below about -50%; inconclusive means no clear call, values can overlap the other calls; further: on the % scale 0 is the no-effect control and ±100 the full control effect; mostly tested at two doses, the higher about 12 µM
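Cells plated overnight at 1500 cells/well, then exposed to library compounds with dopamine controls for 90 minutes at 37 degrees C. DiscoveRx reagent added for 30–60 minutes at room temperature; luminescence read, quantitative HTS format.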
FUS yeast rescue – rescues growth of FUS-expressing yeast; S. cerevisiae FUS-expressing, growth rescue, OD600, 24 h; Potency, µM (series often up to 76.6 µM), without a hit: top-dose growth rescue (activation), hits mostly activators; hit rate 0.24% among 390,000;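 further: potency means the concentration at half of the fitted maximal effect; plate controls were DMSO vehicle for no effect and reference control for full effect; nearly all actives have a fitted effect of over 55% in size; some results filed as inactive show a strong effect at the top dose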
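Yeast FUS proteinopathy model; galactose-induced FUS (2%), starting OD 0.005. Cpds in dilution series, 24hr, 30C, 99% humidity. Abs 600 nm growth. Pos ctrl CP55940 (top 92uM final); neg ctrl DMSO.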
aSyn yeast inh – alpha-synuclein toxicity inhibition in yeast. Yeast expressing alpha-synuclein, growth rescue, BacTiter-Glo, 24 h. Potency, µM (top dose mostly 46.1 µM), for the others: at the highest dose growth rescue (activation), actives largely listed as activators. hit rate 0.14% among 370,000. AID 652106; further: potency means the concentration at half of the fitted maximal effect; % of control where 0% means no effect; nearly all actives have a fitted effect of over 65% in size
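Readout is rescue of growth in alpha-synuclein-expressing yeast, so inhibitors of toxicity appear as activators. Growth after 24 hr at 30 deg C in galactose medium is quantified by luminescence.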
DRD3 agonist – agonists of human D3 dopamine receptor; D3R DiscoveRx beta-arrestin cells, luminescence, 90 min; max activation, %; hit rate 0.58% among 410,000; AID 652048; in the data active means max activation above about 30%; further: 0% is about no effect; mostly tested at two doses, the higher about 12 µM
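Cells at 1500/well, incubated overnight, then treated with pinned compounds (dopamine as control) for 90 min at 37 degrees C. DiscoveRx reagent added for 30 - 60 minutes at room temperature; luminescence read.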
EPAC2 antagonist – blocks human EPAC2 exchange factor; hit rate 0.18% among 360,000; Q8WZA2; EPAC2 GEF exchange of Rap1B-BODIPY-GDP, fluorescence; AID 720708; Potency, µM (titrated, usually from 114 µM), inactives show at the highest dose activity, negative = inhibition, usual class: inhibitors; further: potency means the concentration at half of the fitted maximal effect; on the % scale 0 is the no-effect control and ±100 the full control effect; nearly all actives have a fitted effect of over 45% in size; many of its hits are not listed in these tables
Target sequence (Q8WZA2 whole entry, looked up): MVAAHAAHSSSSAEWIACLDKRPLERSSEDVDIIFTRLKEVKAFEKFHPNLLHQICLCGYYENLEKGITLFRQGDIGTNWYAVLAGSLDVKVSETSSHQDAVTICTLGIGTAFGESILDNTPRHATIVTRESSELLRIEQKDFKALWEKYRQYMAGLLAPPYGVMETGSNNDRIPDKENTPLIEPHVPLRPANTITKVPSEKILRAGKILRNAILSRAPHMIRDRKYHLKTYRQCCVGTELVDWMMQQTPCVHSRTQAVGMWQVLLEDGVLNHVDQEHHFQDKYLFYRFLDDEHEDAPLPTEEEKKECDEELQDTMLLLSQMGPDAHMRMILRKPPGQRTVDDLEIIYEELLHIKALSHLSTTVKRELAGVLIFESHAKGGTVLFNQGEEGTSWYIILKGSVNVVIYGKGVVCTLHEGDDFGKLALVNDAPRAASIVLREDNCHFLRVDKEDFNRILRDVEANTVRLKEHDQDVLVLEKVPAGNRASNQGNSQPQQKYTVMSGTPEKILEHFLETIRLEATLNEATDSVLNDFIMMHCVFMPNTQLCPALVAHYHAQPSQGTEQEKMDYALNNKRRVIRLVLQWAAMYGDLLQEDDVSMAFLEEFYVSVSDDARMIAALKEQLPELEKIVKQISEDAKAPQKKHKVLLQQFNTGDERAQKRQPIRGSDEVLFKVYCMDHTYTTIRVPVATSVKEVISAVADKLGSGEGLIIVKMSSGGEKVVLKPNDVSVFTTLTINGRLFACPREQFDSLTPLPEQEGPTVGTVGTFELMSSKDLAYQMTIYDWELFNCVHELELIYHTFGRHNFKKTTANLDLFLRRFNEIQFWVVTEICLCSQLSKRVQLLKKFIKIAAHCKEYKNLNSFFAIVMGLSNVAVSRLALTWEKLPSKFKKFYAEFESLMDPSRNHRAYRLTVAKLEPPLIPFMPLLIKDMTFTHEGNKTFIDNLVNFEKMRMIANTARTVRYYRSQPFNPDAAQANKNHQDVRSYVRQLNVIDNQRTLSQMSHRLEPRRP
Abeta rescue – restores growth of yeast expressing A-beta42 peptide; yeast expressing A-beta42, growth rescue, OD600, 48 h; response scale: 0% DMSO, 100% iron-clioquinol control; Potency, µM (doses to about 46.1 µM), for the others: at the top dose growth rescue, hits mostly activators; hit rate 0.063% among 410,000; AID 1347071; further: potency means the concentration at half of the fitted maximal effect; nearly all actives have a fitted effect of over 55% in size
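Yeast A-beta toxicity model in growth medium with pinned compounds, 48 h at 30 C; growth read as absorbance at 600 nm. Normalized to FeCl3/clioquinol equimolar mix (positive) and DMSO (negative).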
EPAC2 ag – EPAC2 (human) agonism | Potency, µM (doses to about 154 µM), for inactives: at the highest dose activation, most hits filed as activators | Q8WZA2 | hit rate 0.079% among 360,000 | AID 720711 | EPAC2 activation, biochemical qHTS; response scale: 100% = 6.5 mM cAMP response; further: potency means the concentration at half of the fitted maximal effect; nearly all actives have a fitted effect of over 50% in size
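Nucleotide exchange monitored as fluorescence drop when BODIPY-GDP leaves Rap1B. Reaction: 100 nM EPAC2, 250 nM RAP1B-BODIPY-GDP, 50 uM GDP, room temperature, kinetic read over 30 min. Activity expressed relative to 6.5 mM cAMP.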
* = called active by the depositor; u = inconclusive; x = not tested or not shown; [ ] = dose if it differs, or a comment. Unless noted, the call rests on the fitted dose curve; in most records, active means well fitted curve in the direction sought with a large enough effect; inconclusive means small, poorly fitted or top-dose-only effect, or another doubt; inactive means no such curve, though single readings can be large; an effect the other way counts as inactive or inconclusive. The list is partial. The share of hits here may be higher or lower than overall.

Preview, four compounds:
smiles,TDP-43 yeast inh,D3 antag,FUS yeast rescue,aSyn yeast inh,DRD3 agonist,EPAC2 antagonist,Abeta rescue,EPAC2 ag
CC1CCN(CCCCOc2ccccc2F)CC1,-20%,-82*,1%,-4%,-16,2%,-14%,4%
CCOC(=O)C1(CC2CC2)CCN(C(=O)c2cc(C3CC3)nc3ccccc23)CC1,-19%,2,15%,2%,-2,-30%,-5%,16%
O=c1[nH]c(CN2CCN(c3ccc(O)cc3)CC2)nc2scc(-c3ccc(Cl)cc3)c12,24%,21,u,u,98*,2%,u,2%
COc1cc(Cl)ccc1OCc1cc(C(=O)N2CCCCC2c2cccnc2)no1 (stereo unspecified),-6%,-1,8%,-6%,4,1%,-8%,8%

All compounds of this part, from the first entry:
smiles,TDP-43 yeast inh,D3 antag,FUS yeast rescue,aSyn yeast inh,DRD3 agonist,EPAC2 antagonist,Abeta rescue,EPAC2 ag
CC1CCN(CCCCOc2ccccc2F)CC1,-20%,-82*,1%,-4%,-16,2%,-14%,4%
CCOC(=O)C1(CC2CC2)CCN(C(=O)c2cc(C3CC3)nc3ccccc23)CC1,-19%,2,15%,2%,-2,-30%,-5%,16%
O=c1[nH]c(CN2CCN(c3ccc(O)cc3)CC2)nc2scc(-c3ccc(Cl)cc3)c12,24%,21,u,u,98*,2%,u,2%
COc1cc(Cl)ccc1OCc1cc(C(=O)N2CCCCC2c2cccnc2)no1 (stereo unspecified),-6%,-1,8%,-6%,4,1%,-8%,8%
COc1ccc(C(=O)NC(=S)N2CC(C)OC(C)C2)cc1 (stereo unspecified),-2%,-11,x,-2%,2,-2%,-19%,4%
Cc1ccc2nc3n(c(=O)c2c1)-c1ncccc1C(=O)NC3Cc1ccc(O)cc1 (stereo unspecified),0%,-24,-14%,-4%,-1,9%,16%,11%
COc1ccc(-c2cn[nH]c2-c2ccc(OCC(=O)NN)cc2O)cc1OC,1%,0,u,3%,12,4%,-7%,1%
O=C(NCc1ccccn1)c1ccc(NC(=O)c2ccco2)cc1,0%,-5,-6%,2%,1,-3%,5%,0%
COc1ccc(Br)cc1C(=O)Nc1ccc(N2CCN(S(C)(=O)=O)CC2)cc1,-10%,5,33%,-1%,-4,0%,-23%,13%
COc1ccccc1NC(=O)N1CCN(Cc2nc3ccc(C)cc3o2)CC1,29%,x,14%,x,0,x,2%,x
CC(=O)Nc1ccc(OS(=O)(=O)c2ccc(C)cc2C)cc1,-7%[9.22 µM],-1,6%,3%,1,-11%,28%,6%
N/C(=N/OS(=O)(=O)c1ccc([N+](=O)[O-])cc1)c1ccncc1,2%,-1,-25%,1%,-6,-7%,3%,-3%
O=C(O)C1CCCN(S(=O)(=O)c2ccccc2[N+](=O)[O-])C1 (stereo unspecified),-13%,2,-4%,0%,1,2%,-1%,3%
Cc1ccccc1NC(=O)c1sc2nc3n(c(=O)c2c1C)CCC3,u,x,-15%,x,-4,x,-20%,x
Clc1c(CSc2nc3ccccc3o2)nc2sccn12,-13%,-22,32%,9%,30,-8%,-23%,12%
CN1CCN(Cc2c(O)ccc3cc(-c4ccccc4)c(=O)oc23)CC1,2%,x,0%,x,-7,x,-8%,x
O=C(NCCc1c[nH]c2ccccc12)C1CCN(S(=O)(=O)c2ccc(F)cc2)CC1,-5%,0,15%,0%,5,-4%,6%,3%
CCCn1c(=O)c(C(=O)Nc2c(C)n(C)n(-c3ccccc3)c2=O)c(O)c2ccccc21,-8%,-22,11%,-5%,-3,2%,7%,5%
CCCCN1C(=O)C(O)=C(C(C)=O)C1c1ccccc1[N+](=O)[O-] (stereo unspecified),4%,0,1%,3%,-3,-7%[57.1 µM],-3%,7%
COc1ccc(S(=O)(=O)CC(=O)Nc2ccccc2Cl)cc1,-4%,6,16%,-4%,-4,-2%,4%,3%
CON(c1nc(Cl)nc(N(C)C)n1)S(=O)(=O)c1ccc(C)cc1,2%,-24,-2%,1%,1,-10%,-13%,1%
Cn1c(=O)n(C)c2cc(/C=N/n3cnnc3)ccc21,12%,19,6%,-4%,-7,-5%,1%,2%
N#CC1(NC(=O)CSc2nncn2-c2ccccc2F)CCCC1,30%,-4,-9%,6%,1,-2%,-6%,-6%
COc1ccc(N(C)S(=O)(=O)c2cccc(C(=O)OCC(=O)NCc3ccccc3OC)c2)cc1,-19%,22,24%,-1%,1,1%,1%,0%
O=[N+]([O-])c1ccccc1S(=O)(=O)c1ccccc1[N+](=O)[O-],u,-12,13%,-4%,8,1%,1%,1%
COc1ccc(N2CCN(CCCNC(=O)c3cnn(-c4ccc(F)cc4)c3-n3cccc3)CC2)cc1,0%,x,2%,0%,-9,x,-7%,x
Cc1cc(C(=O)N/N=C/c2c(C)[nH]c3ccccc23)n[nH]1,-4%,7,7%,7%,-6,0%,-7%,3%
Cc1c(C(=O)OCC(C)(C)CN(C)C)oc2ccccc12,-4%,0,1%,-11%,-1,1%,4%,-7%
Cc1ccc2oc(=O)c3cnn(CC(=O)N4CCCCCC4)c3c2c1,21%,7,-7%,-1%,13,9%,7%,11%
CN1CCN(CCC(=O)N/N=C/c2cc3c(cc2[N+](=O)[O-])OCO3)CC1,0%,4,-15%,-2%,-3,-17%,10%,1%
O=C(CSCc1ccco1)c1cccs1,22%,-19,12%,2%,-2,-6%[57.1 µM],5%,-8%
O=C(C1CC(=O)N(c2ccc(Cl)cc2)C1)N1CCC(c2nc3ccccc3[nH]2)CC1 (stereo unspecified),-14%,-3,u,-2%,-9,8%,-3%,7%
CCN1C(=O)c2ccccc2Sc2ccc(NC(=O)Nc3cccc([N+](=O)[O-])c3C)cc21,1%,x,8%,x,-12,x,-7%,x
COc1ccc(-c2cc(C(=O)NCCc3ccc(Cl)cc3)[nH]n2)cc1,0%,x,-19%,x,8,x,-3%,x
CN1OC[C@@H]2CN(Cc3cc(Cl)cc(Cl)c3)[C@H](c3cccc(-c4ccc(C#N)cc4)c3)C[C@@H]21,u,-3,28%,10%,-1,2%,1%,14%
O=C(NCC1CCN(Cc2ccccc2Cl)CC1)c1cc2ccc3cccnc3c2[nH]1,0%,x,-6%,x,-17,x,3%,x
CCOC(=O)c1c(C)[nH]c(C(=O)N2CCc3cc(OC)c(OC)cc3C2)c1C,14%,7,4%,1%,17,-11%,10%,8%
COc1ccc(OCCn2ccnc2)cc1,29%,4,-23%,9%,-3,16%,-8%,-2%
C/C(=N\Nc1ccc([N+](=O)[O-])cc1)c1ccc2c(c1)OCO2,-10%[0.397 µM],-7,12%,-7%,-5,-9%,1%,5%
COc1ccccc1N1CCN(Cc2cc(COC(C)C)c3cccnc3c2O)CC1,16%,x,28%,x,-26,x,-32%[inhibitor],x
Nn1cnc2c([nH]c3ccccc32)c1=O,14%,2,-17%,2%,2,0%,4%,3%
O=C(CSc1nnnn1-c1ccc(O)cc1)Nc1ccc(N2CCOCC2)c(Cl)c1,-3%,16,31%,-1%,-21,-8%,5%,3%
COc1ccc(/C=C2\CCCC3C2=NC(=S)NC3c2ccc(OC)cc2)cc1 (stereo unspecified),-5%,-15,x,-14%,-10,5%,-14%,0%
Cc1ccc(OC(C)C)c(CN(CCO)CCO)c1,-2%,0,-8%,-2%,6,2%,-5%,-16%
CCOc1ccc(C(=O)N2CCSC2=S)cc1,-5%,-9,3%,13%,3,18%,-69%[inhibitor],-2%
CC(=O)Nc1ccc(S(=O)(=O)Nc2nc3n(n2)C(c2ccccc2)CC(=O)N3)cc1 (stereo unspecified),11%,0,6%,-9%,7,14%,15%,1%
COc1ccc2cc(C3CC=C(COC(C)=O)CN3S(=O)(=O)c3ccccc3[N+](=O)[O-])n(C(=O)OC(C)(C)C)c2c1 (stereo unspecified),3%,-13,u,-2%,-11,4%,-4%,11%
COc1ccc(NC(=O)c2ccccc2Cl)c(NC(=O)c2ccco2)c1,-2%,11,-2%,4%,6,3%,11%,7%
COc1ccc(C2c3sc(=O)[nH]c3SCC2C(N)=O)cc1 (stereo unspecified),-9%,-3,0%,-9%,1,7%,6%,4%
COC(=O)C1=C(C)N(c2cc(C)cc(C)c2)/C(=C/c2ccc(O)cc2)C1=O,0%,-1,-11%,-1%,2,1%,4%,8%
COc1ccc(-c2c(-c3ccccc3OC)sc3ccccc23)cc1OC,u,-17,28%,-14%,19,-19%,-2%,7%
CN(Cc1nccn1C)C(=O)c1ccc(OC2CCN(CCc3ccccc3)CC2)cc1,6%,u,x,-5%,-29,-2%,9%,-8%

3 structures out of the list, ordered by length of the SMILES, descending.
smiles,TDP-43 yeast inh,D3 antag,FUS yeast rescue,aSyn yeast inh,DRD3 agonist,EPAC2 antagonist,Abeta rescue,EPAC2 ag
CN1CCN(CCC(=O)N/N=C/c2cc3c(cc2[N+](=O)[O-])OCO3)CC1,0%,4,-15%,-2%,-3,-17%,10%,1%
O=C(NCc1ccccn1)c1ccc(NC(=O)c2ccco2)cc1,0%,-5,-6%,2%,1,-3%,5%,0%
Cc1ccc(OC(C)C)c(CN(CCO)CCO)c1,-2%,0,-8%,-2%,6,2%,-5%,-16%
